High-throughput results: PubChem, several laboratories
AGP1 TOR yeast – alters AGP1-GFP fluorescence in TOR pathway yeast screen; S. cerevisiae AGP1-GFP multiplex flow cytometry, 3 h; GFP as percent of DMSO wells; GFP response vs DMSO, % at 10 µM; 320,000 compounds, 0.02% hits; AID 2066;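 active = GFP response relative to DMSO above a set limit, near screen average plus 3 SD, cut at about 150% in these data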;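 also: median GFP channel fluorescence of the gated AGP1 strain per well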
proCasp7 act – counter-screen for procaspase-3 activators: activators of human procaspase-7 | activation, % at 8.5 µM | P55210 | 330,000 compounds, 0.093% hits | recombinant procaspase-7, Ac-DEVD-pNA absorbance 405 nm; D23A/D198A/D206A triple mutant, cannot self-cleave; scale: DMSO 0, 5 µM enzyme 100;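 active = percent activation above the screen-wide mean plus 3 SD, cut at about 25% in these data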
Target sequence (P55210 whole entry D23A/D198A/D206A): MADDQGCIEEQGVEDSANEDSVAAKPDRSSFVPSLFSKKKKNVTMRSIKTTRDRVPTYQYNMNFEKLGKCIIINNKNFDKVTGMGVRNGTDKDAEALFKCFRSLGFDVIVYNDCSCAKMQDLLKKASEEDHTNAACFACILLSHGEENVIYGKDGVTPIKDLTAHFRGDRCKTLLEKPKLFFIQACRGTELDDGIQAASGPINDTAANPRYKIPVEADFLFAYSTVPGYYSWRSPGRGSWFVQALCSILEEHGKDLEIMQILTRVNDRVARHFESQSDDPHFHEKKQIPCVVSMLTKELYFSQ
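Detection: p-Nitroaniline absorbance at 405 nm, read at 0 and 120 min; system: Uncleavable procaspase-7 mutant enzyme; evaluation: % activation from two-timepoint absorbance difference, scaled to controls; times: 1 h enzyme–compound preincubation and 2 h substrate reaction, both 25 °C; buffer or medium: Zinc-free HEPES pH 7.4 with 300 mM NaCl, 0.01% Triton X-100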
AHR act – human AHR activation; AHR-responsive luciferase reporter cells, luminescence; P35869; activation, % at 5 µM; 320,000 compounds, 2.5% hits; in the data active = activation above about 47%;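 also: 0% = vehicle wells and 100% = reference agonist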
CIT2-GFP yeast – modulators of TOR pathway CIT2-GFP in S. cerevisiae; S. cerevisiae CIT2-GFP strain, flow cytometry, 3 h; 100 means same as DMSO wells; GFP response vs DMSO, % at 10 µM; 320,000 compounds, 0.065% hits; AID 2029;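 active = GFP response relative to DMSO above a set limit, near the screen mean plus 3 SD, cut at about 150% in these data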;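 also: ratio of well median GFP fluorescence to mean of DMSO wells on the plate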
LAP4-GFP MLPCN – alters LAP4-GFP fluorescence in TOR pathway yeast screen. S. cerevisiae LAP4-GFP multiplex, flow cytometry GFP, 3 h; median GFP as percent of DMSO wells. 320,000 compounds, 0.34% hits. GFP response vs DMSO, % at 10 µM;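 active = GFP response vs DMSO above a set limit, about the screen mean plus 3 SD, cut at about 150% in these data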
proCasp3 act – activates human procaspase-3 | P42574 | recombinant procaspase-3 D3A, Ac-DEVD-pNA absorbance 405 nm | activation, % at 8.5 µM | 330,000 compounds, 0.11% hits;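 active = activation above the mean of all tested compounds plus 3 SD, cut at about 21% in these data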;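 also: 0% = DMSO alone and 100% = DMSO wells spiked with extra 5 µM PC-3 D3A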
Target sequence (P42574 whole entry D9A/D28A/D175A): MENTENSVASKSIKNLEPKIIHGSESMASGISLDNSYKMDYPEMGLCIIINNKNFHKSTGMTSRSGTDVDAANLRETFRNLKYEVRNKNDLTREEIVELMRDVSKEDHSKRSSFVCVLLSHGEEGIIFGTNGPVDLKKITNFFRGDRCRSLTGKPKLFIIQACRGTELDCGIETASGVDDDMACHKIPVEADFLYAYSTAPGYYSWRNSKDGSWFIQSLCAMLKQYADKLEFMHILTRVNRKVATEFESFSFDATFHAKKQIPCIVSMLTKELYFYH
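Assay system – Procaspase-3 D3A mutant, all three cleavage aspartates alanine · Controls – DMSO-only low control, 5 µM PC-3 D3A high control · Schedule – 1 h compound preincubation, 2 h substrate hydrolysis at 25 °C · Signal – 405 nm absorbance of p-nitroaniline, reads at 0 and 120 min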
MEP2 TOR yeast – modulators of TOR pathway MEP2-GFP in S. cerevisiae. 330,000 compounds, 0.51% hits. GFP response vs DMSO, % at 10 µM. S. cerevisiae MEP2-GFP strain, flow cytometry GFP, 3 h; 100% = DMSO control level;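 active = GFP response versus DMSO above a set limit, roughly screen mean plus 3 SD, cut at about 180% in these data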;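 also: median GFP fluorescence of the barcode-gated MEP2-GFP cells per well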
RPL19A TOR yeast – modulators of TOR pathway RPL19A-GFP in S. cerevisiae; S. cerevisiae RPL19A-GFP strain, flow cytometry, 3 h; stronger effect = lower value; 330,000 compounds, 0.3% hits; percent response vs DMSO, % at 10 µM; AID 2025;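 active = percent response vs DMSO below 50%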;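 also: median channel GFP fluorescence of the barcoded RPL19A-GFP strain; ratio of sample median GFP to plate DMSO average so 100% = DMSO; lower means less RPL19A-GFP as with rapamycin TOR inhibition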
* marks the source's active call; other numbers are inactive results; x = no result given; [ ] = another dose, or the depositor's remark. An excerpt, so the mix of outcomes need not match the whole.

SMILES	AGP1 TOR yeast	proCasp7 act	AHR act	CIT2-GFP yeast	LAP4-GFP MLPCN	proCasp3 act	MEP2 TOR yeast	RPL19A TOR yeast
CC(O)CNc1ccc([N+](=O)[O-])c2cccnc12 (stereo not given)	99.0	-1.8	2.4	102.6	95.0	-6.7	106.2	102.3
C=CCn1c(O)c(/C(C)=N/N2CCCCCC2)c(=O)[nH]c1=O	100.6	0.6	-0.3	91.9	100.4	-11.0	98.1	98.0
CCC(=NCCN1CCOCC1)c1c(O)n(C2CCCCC2)c(=O)[nH]c1=O	104.8	1.7	0.3	95.2	108.4	-1.6	103.2	100.0
CCOc1ccc(CC2C(=O)NC(=O)N(c3ccc(CC)cc3)C2=O)cc1 (stereo not given)	91.4	-5.2	0.4	86.3	89.2	-7.7	94.1	93.8
O=C(CN1CCOCC1)NCC(=O)Nc1ccc(Br)cc1C(=O)c1ccccc1	98.4	4.2	0.2	95.5	94.5	3.8	95.7	99.2
CCN1C(=O)C(=Cc2ccc(C)s2)C(=O)N(CC)C1=S	82.0[may fluoresce green]	-22.7	5.2	64.7[may fluoresce green]	127.5[may fluoresce green]	-10.3	92.3[may fluoresce green]	96.8[may fluoresce green]
Cc1nn(Cc2ccccc2Cl)c(Cl)c1C(=O)O	99.3	1.3	-0.8	105.1	106.2	7.9	99.9	99.3
COc1c(C=C2C(=O)NC(=O)NC2=O)c(CCN(C)C(=O)c2ccccc2)cc2c1OCO2	105.8	-15.2	35.1	108.4	108.3	-8.4	103.9	102.2
COC(=O)C(O)(c1ccc(NC(=S)NC(=O)c2ccc(Cl)cc2Cl)cc1)C(F)(F)F (stereo not given)	99.7	0.0	-3.2	97.3	105.5	-2.2	108.2	105.0
COc1ccc(N=Cc2c(O)n(C)c(=O)[nH]c2=O)cc1	98.1	-0.9	-0.2	104.0	92.6	4.2	105.6	98.4
Cc1nc2ccc(Cl)cc2c(-c2ccccc2)c1C(=O)O	103.4	-2.4	1.1	101.6	96.2	2.4	111.3	106.6
O=C(Cn1cc(C(=O)c2ccccc2)c2ccccc21)NCc1ccco1	106.8	2.5	2.6	x	96.4	1.8	107.7	106.5
COC(=O)C1=C(c2ccccc2OCc2ccccc2)C[C@@H]2CC[C@H]1N2C(=O)NCc1ccc(Cl)cc1	94.1	-6.1	-3.0	93.8	99.5	-13.0	99.1	96.9
Cc1cc2c(s1)NC(=O)CN=C2c1cccs1	102.7	-2.2	-0.5	105.0	100.2	10.3	104.8	101.2
O=c1c2ccccc2nc(Cc2ccccc2)n1-c1ccccc1O	104.6	10.8	24.1	100.3	103.1	8.3	105.8	101.8
c1cc2c(cc1[C@H]1OC[C@H]3[C@@H]1CO[C@H]3c1ccc3c(c1)OCO3)OCO2	95.8	4.1	0.0	100.0	97.8	6.2	101.5	97.9
COCc1cc(OC(=O)N(C)C)nc(-c2ccc(C)c(Cl)c2)n1	96.3	10.0	2.3	88.3	110.5	5.0	94.2	94.5
C/C=C(\C)C(=O)OC1C(C)=C2C(C1OC(=O)CCCCC)C(C)(OC(C)=O)CC(OC(=O)CCC)C1(O)C2OC(=O)C1(C)O (stereo not given)	101.5	-3.9	-2.0	96.2	104.5	8.2	103.0	103.0
CCCCN1C(=N)C(CC)(CC)C(=O)NC1=O	96.7	7.5	-2.2	100.9	94.2	-0.7	103.0	104.0
COc1ccc(CN2C(=O)NC(=O)/C(=C/c3ccoc3)C2=O)cc1	92.0	-14.1	1.6	87.5	95.0	-10.3	102.4	98.2
CN1CC2([N+](=O)[O-])CC=C(Cl)C([N+](=O)[O-])(C1)C2 (stereo not given)	102.5	9.5	1.8	97.5	106.4	-2.3	96.5	100.4
Cc1ccccc1C1=NCC(=S)Nc2ccc(Cl)cc21	104.7	-12.8	2.2	105.8	104.3	-11.7	104.7	101.2
COC(=O)C1=C(c2cc3ccccc3s2)C[C@@H]2CC[C@H]1N2C(=O)NCc1ccc(C(F)(F)F)cc1	92.6	-9.2	4.0	87.8	113.1	9.3	97.3	105.1
CCN(CC)C(=O)c1ccc(NC(=O)CCCSc2ccccc2)cc1	102.7	3.1	-0.8	100.1	87.3	0.9	96.3	99.7
CC(Cc1ccccc1)NC(=O)CCCCC(=O)NC(C)Cc1ccccc1 (stereo not given)	104.5	6.7	2.9	106.2	104.2	4.3	102.4	100.1
CC(C)(C)C(=O)c1cn(Cc2ccccc2)c2ccccc12	98.0	8.8	2.5	96.8	107.3	7.6	102.8	101.3
COC(=O)C1=C(c2ccc(F)cc2F)C[C@@H]2CC[C@H]1N2C(=O)NCCOc1ccccc1Cl	100.9	0.1	-0.7	107.5	100.8	6.8	97.1	100.9
C=C(C=O)CC1CC(O)[C@]2(C)OC3CC4OC5C[C@]6(C)O[C@]7(C)CCC8OC9C[C@]%10(C)OC%11C(C)=CC(=O)OC%11CC%10OC9C[C@@H](C)C8OC7CC6O[C@]5(C)CC5OC5C4OC3CC2O1 (stereo not given in full)	94.9	-1.8	-4.0	96.5	136.2	-0.5	96.1	98.8
CC(=O)c1c(O)n(C)c(=S)n(-c2ccccc2)c1=O	99.7	4.0	1.6	101.2	95.9	-6.1	90.7	93.6
Cc1cc(O)c2c3c(c(=O)oc2c1)CCC(C)C3 (stereo not given)	96.9	2.0	-0.9	99.8	95.7	2.7	97.9	102.8
O=C1NC(=O)C2(Cc3c(nc4ccccn4c3=O)N3CCCCCC32)C(=O)N1Cc1ccccc1 (stereo not given)	105.7	2.0	-0.2	105.5	107.5	2.9	105.1	101.0
Cn1cccc1CNCCc1ccc(F)cc1	96.4	-5.7	8.0	84.5	96.9	-1.6	97.4	99.0
Fc1ccccc1CNCCc1ccc2c(c1)OCO2	105.8	9.4	2.0	104.9	96.6	-2.5	107.0	103.2
COC(=O)C1=C(c2cccc(OC)c2OC)C[C@@H]2CC[C@H]1N2C(=O)NCCCOC(C)C	85.5	-0.1	-0.4	90.7	106.4	1.5	93.7	103.5
Cc1ccc(/C=C2/C(=O)NC(=O)N(CCc3ccc(F)cc3)C2=O)s1	83.9	-29.6	0.4	80.1	84.7	-14.4	85.1	90.9
O=C1NC(=O)C(=Cc2ccc(N3CCOCC3)o2)C(=O)N1	108.0	-12.9	2.8	107.1	105.2	-3.6	103.6	99.4
CCC(=NCc1ccco1)c1c(O)n(-c2ccc(Cl)cc2)c(=O)[nH]c1=O	103.1	3.4	-2.4	96.3	107.9	-12.8	101.4	100.5
NC1C2CN3CCN(C2)CC1(c1ccccc1)C3 (stereo not given)	104.8	-5.1	-0.9	96.6	99.5	0.7	94.6	95.5
O=c1[nH]c(O)c(C=Nc2ccccc2Sc2ccccc2)c(=O)[nH]1	99.1	-6.2	-4.2	92.5	104.6	-7.8	97.8	96.9
N#Cc1ccc(Cn2cc(C=O)c3ccccc32)cc1	94.7	1.5	-7.7	101.7	94.9	0.0	117.1	108.0
CCOc1ccc([N+](=O)[O-])cc1CNCCc1ccccc1	96.5	3.0	14.3	101.0	87.8	10.8	92.2	93.0
O=CNc1ccc(OP(=O)(Oc2ccccc2)Oc2ccccc2)cc1	93.1	10.4	0.7	97.5	94.6	-1.6	101.7	99.3
Cc1ccc(OP(=O)(O)Oc2ccc(C)cc2)cc1	95.9	3.2	-1.8	94.9	97.6	2.9	97.7	98.1
CCOC(=O)c1c(-n2c(C)cc(C=C3C(=O)NC(=O)NC3=O)c2C)sc2c1CCCC2	89.5	-14.5	0.5	92.7	90.2	-5.8	96.2	96.3
CCOC(=O)CC1=C(C(=O)OCC)C2(C(=O)N1)C(C(=O)OC)=C(N)Oc1ccccc12 (stereo not given)	107.8	0.9	10.0	106.9	103.4	-2.9	97.3	98.3
CCS(=O)(=O)NC(C)c1nnc2n1-c1ccc(Br)cc1C(c1ccccc1Cl)=NC2 (stereo not given)	107.7	-7.8	3.0	103.6	110.3	-4.1	103.2	101.3
CN(CC(=O)Nc1ccccc1-c1ccccc1)C1CCCCC1	109.4	-0.5	0.1	105.9	95.7	-2.9	100.9	98.5
CC1CCCN(c2ccc(C(=O)N3CCC4(CC3)OCCO4)cc2[N+](=O)[O-])C1 (stereo not given)	101.8	0.6	2.1	97.6	101.1	-1.1	90.5	95.5
COc1ccc(CCNC(=O)c2c(N)n(CCN3CCOCC3)c3nc4ccccc4nc23)cc1OC	98.7	-1.6	2.8	102.9	99.8	3.9	103.0	96.9
CCCn1c(C)cc(C=O)c1C	108.8	-8.3	-2.6	118.1	100.3	-2.8	111.0	103.4
Nc1nnc(P(c2ccccc2)c2ccccc2)s1	115.2	5.5	-2.2	104.7	114.0	3.5	105.4	100.2
CC(=O)O[C@H]1C(=O)[C@@]2(C)C([C@H](OC(=O)c3ccccc3)[C@]3(O)C[C@H](OC(=O)[C@H](O)[C@@H](NC(=O)Cc4ccccc4)c4ccccc4)C(C)=C1C3(C)C)[C@]1(OC(C)=O)CO[C@@H]1C[C@@H]2O (stereo not given in full)	104.2	14.1	0.1	96.0	107.6	-2.8	104.6	96.4
CS(=O)(=O)N1CCCC(C(=O)N2CCC3(CC2)OCCO3)C1 (stereo not given)	94.8	3.2	-1.1	x	91.9	3.3	97.1	98.9
CCOC(C(=O)OCC(O)CN(CC)CC)(c1ccccc1)c1ccccc1 (stereo not given)	96.3	8.0	16.2	83.1	94.6	-1.5	95.9	99.4
Cc1cc(S(=O)(=O)NCC(C)C)ccc1OCC(=O)N1CCN(Cc2ccccc2)CC1	97.4	5.2	1.5	95.3	93.0	1.1	102.7	91.7
Cn1c(O)c(C=NCCN2CCN(C(=O)Nc3ccccc3)CC2)c(=O)n(C)c1=O	105.3	-3.1	-0.1	102.6	107.7	6.0	97.6	100.2
O=Cc1cn(Cc2ccccc2[N+](=O)[O-])c2ccccc12	110.1	4.2	2.2	103.9	94.9	6.0	110.6	104.7
O=C1C2CCN(CC2)[C@@H]1Cc1ccc2ccccc2c1O	105.2	6.7	9.0	104.0	100.7	-3.7	101.3	103.6
CCCN(CCC)C1Cc2cc(OC)c(OC)cc2C1	91.9	-7.8	-1.5	90.7	106.4	1.6	96.1	101.5
O=C1NC(=O)N(CCNc2ncc(C(F)(F)F)cc2Cl)C(=O)C1Cc1ccc(Cl)cc1 (stereo not given)	99.7	8.0	-1.1	104.0	89.0	4.8	101.5	104.1
COC(=O)CNC(=O)c1cn(CCC#N)nc1-c1ccc(F)cc1	85.1	-5.8	7.2	86.8	87.6	-9.1	96.5	92.4
CCC12CN3CCN(CC(C3)/C1=N/NC(N)=O)C2	102.2	-2.6	-0.1	96.9	112.2	-3.3	102.5	98.4

Shown with two lines to a compound: 2 of the compounds above
Sequence of screens: AGP1 TOR yeast | proCasp7 act | AHR act | CIT2-GFP yeast | LAP4-GFP MLPCN | proCasp3 act | MEP2 TOR yeast | RPL19A TOR yeast
- COc1ccc(CCNC(=O)c2c(N)n(CCN3CCOCC3)c3nc4ccccc4nc23)cc1OC
  98.7 | -1.6 | 2.8 | 102.9 | 99.8 | 3.9 | 103.0 | 96.9
- CCCn1c(C)cc(C=O)c1C
  108.8 | -8.3 | -2.6 | 118.1 | 100.3 | -2.8 | 111.0 | 103.4
